Tb hexokinase: blocks Trypanosoma brucei hexokinase 1 activity. inhibition, % at 10 µM. actives 0.11% (n = 220,000). AID 1430. recombinant TbHK1, G6PDH-coupled NADH A340;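 active = inhibition of 50% or more in the single-dose primary screen; inactive = inhibition below 50%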
TRPN1 ag: agonists of zebrafish TRPN1 channel. HEK293 zebrafish TRPN1-YFP, Fluo-8 calcium fluorescence; 100% = response to 87 µM carbachol. activation, % at 3 µM. actives 0.18% (n = 220,000);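 active = activation above its plate's cutoff, the mean activation of test wells on that plate plus 3 SD, cut at about 19% in these data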;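 note: 0% = DMSO alone and 100% = 87 µM carbachol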
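Material: zebrafish TRPN1-YFP in HEK293 cells; Doses: single test compound dose, 3 µM nominal, 0.3% DMSO; Timing: dye loading 1 h at 37 °C, then 30 min room temperature; Technique: intracellular calcium fluorescence with Fluo-8; Benchmarks: high carbachol 87 µM, low DMSO alone.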
KCC2 mod: KCC2 (human) Cl- transport modulation; Q9H2X9; KCC2 cells, thallium flux FluoZin-2 fluorescence; B-score of Tl+ flux slope (higher = more flux/activation; lower = inhibition) at 10 µM; actives 2.2% (n = 190,000); AID 1456;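 active = thallium flux slope and its plate-corrected score both differing from the plate sample mean at a set confidence after two filtering rounds, in either direction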;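 note: slope of fluorescence scaled to starting intensity during 10 to 20 s after thallium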
Thrombin inh: inhibitors of human thrombin; alpha-thrombin, Boc-VPR-AMC fluorogenic substrate cleavage; inhibition, % at 5 µM; actives 0.26% (n = 220,000);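 active = inhibition at or above 40%; inactive = inhibition below 40%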;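 note: 0% = enzyme with no compound and 100% = wells without enzyme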
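System: Human alpha-thrombin protein | Medium: pH 7.5 Tris (50 mM) with NaCl 150 mM, Tween 20 0.05% | Times: Enzyme reaction carried out at room temperature | Detection: AMC fluorescence, 355/460 nm | Evaluation: Percent inhibition scaled between no-compound controls and no-enzyme blanks | Benchmarks: Enzyme without compound as high, wells lacking enzyme as low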
Furin inhibitor: human furin inhibition; P09958; purified furin, fluorogenic substrate cleavage; inhibition, % at 30 µM; actives 0.061% (n = 220,000); AID 463115; in the data active = inhibition above about 25%; note: inactives centre near -15
m-calpain inh: inhibitors of pig calpain II. inhibition, % at 16 µM. purified calpain II, fluorogenic peptide substrate, 30 min. AID 1236. actives 0.37% (n = 220,000);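 active = inhibition above about 50%, limit read from the data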
EBV gp42 block: blocks Epstein-Barr virus glycoprotein 42 binding. actives 0.42% (n = 220,000). inhibition, % (tested at 21.74 µM). Fluorescence polarization binding assay, mP read-out. Q1HVG2. AID 1085; in the data active = inhibition above about 50%
Target sequence (Q1HVG2 whole entry, looked up): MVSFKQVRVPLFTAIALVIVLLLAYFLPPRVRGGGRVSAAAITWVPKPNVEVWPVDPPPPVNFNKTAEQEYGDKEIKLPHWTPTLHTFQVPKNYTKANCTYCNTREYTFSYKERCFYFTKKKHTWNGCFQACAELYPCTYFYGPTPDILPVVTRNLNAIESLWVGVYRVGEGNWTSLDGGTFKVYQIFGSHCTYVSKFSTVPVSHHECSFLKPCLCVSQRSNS
TRPML3 ag: human mucolipin-3 channel agonism; actives 0.29% (n = 220,000); activation, % at 3 µM; AID 1448; HEK293 TRPML3-YFP, Fluo-8 calcium fluorescence; 100% = the carbachol control signal;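 active = activation above its plate's cutoff, the mean activation of the plate's test wells plus 3 SD, cut at about 12% in these data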;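 note: 0% = DMSO only wells and 100% = carbachol wells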
Target sequence (Q8TDD5 whole entry, looked up): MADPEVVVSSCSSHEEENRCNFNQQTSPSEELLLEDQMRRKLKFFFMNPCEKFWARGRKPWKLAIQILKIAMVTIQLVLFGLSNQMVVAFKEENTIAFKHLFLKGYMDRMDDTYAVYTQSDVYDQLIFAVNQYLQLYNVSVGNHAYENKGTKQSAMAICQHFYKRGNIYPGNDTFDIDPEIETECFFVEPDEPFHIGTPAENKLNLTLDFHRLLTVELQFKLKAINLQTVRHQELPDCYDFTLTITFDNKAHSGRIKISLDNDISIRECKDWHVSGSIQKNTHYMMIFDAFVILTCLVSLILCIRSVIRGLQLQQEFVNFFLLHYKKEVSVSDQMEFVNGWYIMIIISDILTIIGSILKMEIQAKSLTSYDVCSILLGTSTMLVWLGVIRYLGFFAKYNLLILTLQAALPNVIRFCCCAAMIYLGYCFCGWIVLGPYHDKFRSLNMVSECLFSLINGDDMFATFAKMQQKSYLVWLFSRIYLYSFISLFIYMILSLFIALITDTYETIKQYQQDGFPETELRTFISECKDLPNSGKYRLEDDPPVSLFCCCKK
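Material: TRPML3-YFP stable HEK293 cells | Dosing: One concentration, 3 µM nominal, 0.3% DMSO | Timing: 125 s total fluorescence read per well | Technique: Fluo-8 calcium dye fluorescence, ex 470-495, em 515-575 nm | Measure: Percent activation from peak-to-basal fluorescence ratio, scaled between DMSO and carbachol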
PPC-1+TRAIL kill: compounds killing PPC-1 cancer cells with TRAIL present (potentiator screen, no TRAIL-free arm). actives 0.41% (n = 220,000). PPC-1 cells + TRAIL, ATPLite viability luminescence. cell killing (% activity), % at 4 µM;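 active = cell killing above 50% in the first pass at 4 µM, then a duplicate retest at 5 µM averaging 50% or more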;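 note: plate controls were cells with TRAIL plus DMSO for no effect and medium-only wells lacking cells for full effect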
* = called active by the depositor; i = inactive; . = not tested or not shown; [ ] = another dose, or the depositor's remark.

| mol | Tb hexokinase | TRPN1 ag | KCC2 mod | Thrombin inh | Furin inhibitor | m-calpain inh | EBV gp42 block | TRPML3 ag | PPC-1+TRAIL kill |
| --- | --- | --- | --- | --- | --- | --- | --- | --- | --- |
| CNC(=O)C(NC(=O)Nc1ccc(C)cc1)C(C)(C)C (stereo not drawn) | 0 | -0.9 | 0.67 | 3 | -21 | 18 | -11 | 0.7 | 12 |
| COc1cc(C(=O)OCC(=O)Nc2ccc(SC(F)F)cc2)cc(OC)c1OC | 0 | 1.6 | -0.37 | 1 | -28 | 14 | -4 | 0.0 | 0 |
| COC(=O)COC(=O)c1ccc(-n2nnnc2SC)cc1 | 10 | 1.2 | . | 1 | -17 | 0 | -24 | 0.2 | 18 |
| c1ccc2c3nnc4n(c-3nc2c1)CCCS4 | -5 | -0.9 | 1.9 | 3 | -6[20 µM] | 3 | -23 | 1.7 | -3 |
| Fc1ccc(-n2cc(-c3ccccc3)[n+]3c2SCC3)cc1 | -3 | -2.0 | -1 | -7 | -30 | -9 | -9 | 1.2 | 13 |
| O=C(CCCCCNC(=O)c1ccccc1Cl)N/N=C/c1ccco1 | 4 | 1.3 | 0.17 | -12 | -19 | -51 | -13 | 0.4 | -6 |
| CCOc1ccc(NC(=O)CSc2nc3ccccc3c(=O)n2CCCC(=O)N2CCCC2)cc1 | -3 | 0.6 | -0.3 | -6 | -30 | 24 | 5 | -0.5 | 2 |
| CC(=O)Nc1cccc(NC(C)=C(C#N)C#N)c1 | 10 | 0.8 | -0.54 | -6 | -20 | 26 | -15 | 0.6 | -6 |

3 compounds out of the list above, sorted by the number in EBV gp42 block, smallest number first:
molecule | Tb hexokinase | KCC2 mod | Thrombin inh | Furin inhibitor | m-calpain inh | EBV gp42 block | TRPML3 ag
COC(=O)COC(=O)c1ccc(-n2nnnc2SC)cc1 | 10 | . | 1 | -17 | 0 | -24 | 0.2
Fc1ccc(-n2cc(-c3ccccc3)[n+]3c2SCC3)cc1 | -3 | -1 | -7 | -30 | -9 | -9 | 1.2
CCOc1ccc(NC(=O)CSc2nc3ccccc3c(=O)n2CCCC(=O)N2CCCC2)cc1 | -3 | -0.3 | -6 | -30 | 24 | 5 | -0.5

New compounds follow
| mol | Tb hexokinase | TRPN1 ag | KCC2 mod | Thrombin inh | Furin inhibitor | m-calpain inh | EBV gp42 block | TRPML3 ag | PPC-1+TRAIL kill |
| --- | --- | --- | --- | --- | --- | --- | --- | --- | --- |
| CCSc1nnc(NC(NC(C)=O)(C(F)(F)F)C(F)(F)F)s1 | 0 | -1.1 | 0.59 | -2 | -13 | -6 | -8 | 0.3 | 3 |
| C=CCn1c(SCC(=O)Nc2c(C)n(C)n(-c3ccccc3)c2=O)nc2sc(C)c(C)c2c1=O | -16 | -1.5 | -0.52 | -2 | -10[20 µM] | 22 | 1 | 0.0 | -7 |
| CCOc1ccccc1N(CC(=O)NC1CCCCC1)S(C)(=O)=O | -2 | -0.9 | -0.21 | 0 | -17 | 4 | -5 | 2.0 | 15 |
| COc1ccc(S(=O)(=O)N/N=C(/C)c2ccc(Cl)cc2)cc1 | -1 | -1.5 | . | -4 | -10[20 µM] | -4 | 7 | -0.6 | -15 |
| O=C(CSc1nncs1)N1c2ccccc2Sc2ccccc21 | -1 | -0.2 | 1.3 | -3 | -16 | -28 | -16 | -0.9 | -14 |
| CCN(CC)c1ccc(N)cc1S(=O)(=O)Nc1ccccc1OC | 8 | -1.0 | -0.87 | 3 | -17 | -3 | -23 | 0.1 | 2 |
| COc1ccc(C2=NN(Cc3ccccc3)C3C(=O)NC(=O)C23)cc1 (stereo not drawn) | 3 | 1.1 | -0.89 | -2 | -20 | -28 | 8 | 0.5 | -10 |
| COc1ccccc1/C=N/n1c(N)c(C(=O)NC2CCCCC2)c2nc3ccccc3nc21 | -23 | 2.0 | 0.94 | -6 | -19 | i | -4 | -0.3 | 2 |
| Cc1ccccc1OCCSCc1nc2ccccc2[nH]1 | 0 | 0.0 | 0.13 | 3 | -16 | 32 | -7 | 0.4 | 10 |
| COc1ccc2ccccc2c1/C=N/NC(=O)CC1(C)OCCCO1 | -9 | 0.5 | -3.8 | 3 | 0 | -11 | -8 | -0.1 | 10 |
| C[C@H](N)c1nnc(SCC(=O)c2ccc(Cl)cc2)o1 | 10 | 0.2 | . | 0 | -12[20 µM] | -7 | -5 | 0.5 | 14 |
| CCOC(=O)Cn1nc(C)c(NC(=O)c2cccc([N+](=O)[O-])c2)c1C | -6 | 0.4 | 0.64 | -24 | -20 | -7 | -10 | 0.5 | 12 |
| Cn1c(COc2ccccc2)nnc1SCC(=O)Nc1ccc(N2CCOCC2)c(Cl)c1 | 1 | 0.1 | -0.43 | -4 | -7[20 µM] | -21 | 0 | 0.0 | 0 |
| O=C(c1ccc2c(=O)n3c(nc2c1)CCCCC3)N1CCN(C(c2ccccc2)c2ccccc2)CC1 | -7 | -0.9 | -0.69 | 3 | -6[20 µM] | -156 | -11 | 0.3 | -5 |
| Oc1cccc2cc3cccc(O)c3c(O)c12 | 9 | 1.6 | 0.18 | -3 | -24 | 19 | 15 | 0.2 | 18 |
| CCOC(=O)c1[nH]c2ccc(F)cc2c1NC(=O)c1cc(OC)c(OC)c(OC)c1 | -9 | 1.1 | . | 1 | -15[20 µM] | -17 | -1 | -0.2 | 14 |
| CC1=NNC(=O)C1CCC(=O)N/N=C(/C)c1ccc([N+](=O)[O-])cc1 (stereo not drawn) | 15 | -1.0 | -0.0078 | -2 | -7 | 10 | -26 | 0.6 | 18 |
| CS(=O)(=O)Nc1ccccc1C(=O)Nc1cccc(Cl)c1 | -3 | 7.3 | -0.082 | 5 | -30[20 µM] | -26 | -20 | 9.7 | -1 |
| O=C(O)c1ccc2c(=O)n(-c3ccc(F)c(Cl)c3)c(=S)[nH]c2c1 | -8 | -0.2 | 1.7 | 1 | -8 | -12 | -11 | 0.6 | -16 |
| Cc1ccc(SCC(=O)NCC(C)C)cc1 | 2 | 0.4 | 0.18 | 2 | -26 | 2 | -18 | 0.5 | 18 |
| CC1=C(C)CC(C(=O)NNC(=O)c2ccccc2)C(C(=O)O)C1 (stereo not drawn) | 3 | 1.4 | . | -4 | -20[20 µM] | -3 | -6 | 0.3 | -5 |
| CCNC(=S)N/N=C/c1cccc(C)c1 | -2 | -1.6 | 0.96 | -1 | -19 | 12 | -27 | -0.3 | 5 |
| COc1ccc(/C=C(\NC(=O)c2ccccc2)C(=O)N/N=C/c2sccc2C)cc1 | -18 | 0.8 | -0.14 | -11 | -18 | -11 | 3 | -0.1 | 24 |
| CNC(=O)c1c(NC(=O)c2ccc(S(=O)(=O)N3CCCc4ccccc43)cc2)sc2c1CCN(C)C2 | -19 | 3.8 | 0.91 | 0 | -16 | -38 | -39 | 1.5 | 7 |
| Cc1ccccc1NC(=O)/C(C#N)=C\c1cc(C)n(-c2ccc(C(=O)O)cc2)c1C | -39 | 1.2 | -1.3 | -5 | 3 | 30 | -13 | 0.9 | -18 |
| COc1ccc2nc(/C(C#N)=C\c3ccc(C(=O)O)cc3)[nH]c2c1 | -12 | 0.1 | 0.087 | -5 | -24 | -37 | -28 | 1.6 | 10 |
| CCC(=O)N(CCc1ccccc1C)Cc1cc2cc3c(cc2[nH]c1=O)OCO3 | -11 | -0.5 | -0.16 | 5 | -24 | -118 | -2 | 0.7 | 24 |
| O=C(c1ccc(Cl)cc1)N1CCC(O)(CSc2ccc(Cl)cc2Cl)CC1 | 0 | 2.6 | 0.02 | -7 | -9[20 µM] | 11 | 9 | 0.9 | 12 |
| CC(=O)C1=NN(c2ccc(Cl)cc2)C(c2ccc3c(c2)OCO3)N(C(C)=O)N1C (stereo not drawn) | -25 | -0.9 | -0.85 | -5 | -15 | -13 | -8 | 0.8 | 6 |
| N#Cc1cn(Cc2ccccc2)c2ccccc12 | 5 | -1.2 | -2.5 | -7 | -11[20 µM] | -25 | -2 | 0.2 | 12 |
| COCCCn1c(C)nc2c(c1=O)c1nc3ccccc3nc1n2CCc1ccccc1 | -22 | -0.8 | . | 0 | -23 | i | -19 | -0.3 | -14 |
| CC1(C)CC(=O)C2=C(C1)NCN(Cc1ccc3c(c1)OCO3)C2 | 4 | 0.7 | 0.11 | 3 | -15[20 µM] | 3 | 1 | 1.1 | 10 |
| COc1ccc([N+](=O)[O-])cc1NC(=O)COC(=O)Cc1cc(OC)c(OC)c(OC)c1 | -13 | -0.7 | 0.0064 | -4 | -19 | 0 | -11 | 0.8 | 8 |
| Cc1cc(NC(=O)c2cc3n(n2)C(C(F)(F)F)CC(c2ccc(Cl)c(Cl)c2)N3)no1 (stereo not drawn) | 0 | 1.6 | -0.66 | 1 | -4 | 2 | -2 | 1.0 | 13 |
| Cc1nc(C)c(CC(=O)N/N=C/c2ccc(O)cc2)c(=O)[nH]1 | 18 | 0.8 | 0.081 | -7 | -5 | -11 | -19 | 0.7 | 4 |
| O=C(COc1cccc2c1CCN(Cc1ccc(Br)cc1)C2=O)N1CCOCC1 | -12 | 3.5 | 0.53 | -2 | -14 | 25 | -11 | 2.2 | -3 |
| C=CCSc1cc(C)nc2c(-c3ccc(Cl)cc3)c(C)nn12 | -7 | -1.6 | . | 3 | -22[20 µM] | -497 | -22 | 1.0 | -11 |
| COC(=O)c1oc2c(c1C)C(=O)CCC2 | 5 | 0.4 | 0.003 | -13 | -11 | -6 | -1 | 0.8 | 8 |
| COc1cccc2[nH]c3c(N4CCC5(CC4)OCCO5)ncnc3c12 | -27 | 0.4 | 0.49 | 2 | -15 | -327 | -13 | 0.5 | 6 |
| O=C(NCc1cccc(C(F)(F)F)c1)C1CC(c2cccc(F)c2)=NO1 (stereo not drawn) | -6 | . | -0.82 | -1 | -24 | 1 | -9 | . | 18 |
| CN(C)c1nc(SCC(=O)Nc2ccccc2)nc(N2CCOCC2)n1 | -2 | -1.2 | 0.86 | -7 | -23 | 24 | 8 | 0.6 | 5 |
| CC1CCN(c2c(NCC3CCC(C(=O)NCCC4=CCCCC4)CC3)c(=O)c2=O)CC1 (stereo not drawn) | -3 | -0.1 | -0.02 | 11 | 4 | 16 | 14 | -0.3 | 3 |
| O=C(N1CCCCCC1)N1CCN(C(=O)N2CCCCC2)CC1 | 0 | 0.0 | . | 0 | -10[20 µM] | -2 | -20 | 0.7 | 3 |
| CC(C)(C)NCc1cc2ccccc2[nH]c1=O | -16 | 3.2 | 0.62 | -16 | -17[20 µM] | -1 | -20 | 0.8 | 31 |
| COC(=O)c1cc(N=Nc2sc(N)nc2C)cc(C(=O)OC)c1 | -15 | 1.0 | 0.16 | -7 | -26 | 9 | -8 | 0.3 | 24 |
| O=C(Oc1ccc(/C=N/n2cnnc2)cc1)c1cccc([N+](=O)[O-])c1 | -18 | 2.5 | . | 1 | -14 | -1 | -8 | 0.9 | 0 |
| S=c1[nH]nc(-c2ccc(Cl)cc2)n1/N=C/c1cccs1 | -19 | -2.3 | 23* | -3 | -20 | 2 | -17 | -1.1 | -12 |
| CC(=O)Oc1ccc(/C=c2\sc3ncnn3c2=O)cc1 | -5 | 1.7 | 0.93 | 5 | -14 | -10 | -8 | 0.8 | 6 |
| CCOc1ccccc1N1CC(C(=O)N2CCc3ccccc32)CC1=O (stereo not drawn) | 0 | 0.6 | -1.6 | 5 | -7[20 µM] | -4 | -20 | 0.0 | 16 |
| Cc1ccc(N(C(=O)C2CCC(=O)N2)C2(C(=O)NC3CCCC3)CCCCC2)cc1 (stereo not drawn) | 2 | 0.1 | 0.23 | -15 | -14[20 µM] | -59 | -10 | 0.1 | -12 |

Compound activity (PubChem BioAssay)
